L major viab = reduces viability of Leishmania major promastigotes; resazurin fluorescence viability; inhibition, % at 10 µM; 200,000 compounds, 9% hits; AID 1063; in the data active = inhibition above about 50%;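 note: promastigotes grown with compound for 44 hours at 28 °C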
S1P3 antag = blocks the human S1P3 receptor; AID 485; 170,000 compounds, 0.27% hits; CHO S1P3 NFAT-BLA reporter, FRET fluorescence, antagonist mode; inhibition, % at 4.98 µM; Q99500;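 active = inhibition above the plate cutoff, the mean inhibition of test wells on that plate plus 3 SD, cut at about 28% in these data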;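 note: cells challenged with S1P at its EC80 of 0.8 µM; blue over green emission ratio from cleaved BLA substrate after 4 h stimulation; 0% = S1P-stimulated wells and 100% = unstimulated DMSO-only wells; some compounds past the cut are filed as inactive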
RAM inhibit = yeast RAM network inhibition | AID 868 | S. cerevisiae dse1pr::URA3 reporter, 5-FOA growth OD615, 2 d; analog-sensitive cbk1-as2 kinase mutant strain | 190,000 compounds, 1.8% hits | inhibition, % at 50 µM;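 active = inhibition above a set limit, 3 SD over mean compound inhibition, cut at about 8.4% in these data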;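 note: 0% = DMSO-only wells with no growth and 100% = 10 µM 1-NA-PP1 full growth; inhibition rescues growth on 5-FOA so higher OD means more RAM inhibition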
PMI act = activators of human phosphomannose isomerase | purified human PMI, coupled resazurin fluorescence, 20 min; active compounds read high; 1 = vehicle control, 0 substrate-free wells | P34949 | 190,000 compounds, 0.005% hits | activation factor at 20 µM | AID 1214;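 active = activation factor of 2 or more at 20 µM, relative to plate controls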
Target sequence (P34949 whole entry, looked up): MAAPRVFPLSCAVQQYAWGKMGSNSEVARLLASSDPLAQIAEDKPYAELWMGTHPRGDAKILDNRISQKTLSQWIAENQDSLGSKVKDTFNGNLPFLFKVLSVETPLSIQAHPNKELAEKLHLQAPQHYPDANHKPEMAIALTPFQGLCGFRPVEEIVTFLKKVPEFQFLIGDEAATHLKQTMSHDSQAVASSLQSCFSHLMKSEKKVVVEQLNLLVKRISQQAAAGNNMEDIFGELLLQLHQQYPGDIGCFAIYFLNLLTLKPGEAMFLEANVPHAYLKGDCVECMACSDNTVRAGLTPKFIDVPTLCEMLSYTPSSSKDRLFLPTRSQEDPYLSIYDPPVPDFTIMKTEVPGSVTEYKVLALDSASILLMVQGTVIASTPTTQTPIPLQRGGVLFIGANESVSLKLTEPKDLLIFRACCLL
Hsp70 act = Hsp70 transcriptional activation, primary screen | HeLa Hsp70 promoter luciferase reporter, luminescence; scaled: vehicle 0, proteasome-inhibitor control 100% | activation, % at 10 µM | 200,000 compounds, 0.04% hits;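 active = activation above the mean across all tested compounds plus 3 SD, cutoff set per campaign, cut at about 5.5% in these data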;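 note: 100% = MG132 at 30 µM as the positive control and 0% = DMSO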
PMI act satM6P = increases human PMI activity with near-saturating mannose 6-phosphate. coupled PMI enzyme assay, resazurin fluorescence, 20 min; active compounds read high; 1 = untreated enzyme, 0 = substrate-free blank. 190,000 compounds, 0.34% hits. AID 1216. activation factor at 20 µM. P34949;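 active = activation factor of 2 or more at 20 µM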
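Material: human phosphomannose isomerase with PGI, G6PDH, diaphorase coupling enzymes / Reagent: Man-6-P substrate 1.0 mM / Dosing: single compound dose of 20 µM, 1% DMSO final / Incubation: enzyme reaction with compound 20 min at room temperature / Signal: resorufin fluorescence (Ex 544/Em 590 nm) from resazurin via diaphorase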
TNAP inh noacc = inhibitors of human TNAP without phosphate acceptor; AID 1012; 200,000 compounds, 0.26% hits; inhibition, % at 20 µM; purified TNAP, CDP-star luminescence, 30 min;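 active = tissue-nonspecific alkaline phosphatase inhibition above about 50% at 20 µM in the single-dose screen, limit read from the data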;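 note: 0% = DMSO negative control and 100% = EDTA positive control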
Target sequence (P05186 whole entry, looked up): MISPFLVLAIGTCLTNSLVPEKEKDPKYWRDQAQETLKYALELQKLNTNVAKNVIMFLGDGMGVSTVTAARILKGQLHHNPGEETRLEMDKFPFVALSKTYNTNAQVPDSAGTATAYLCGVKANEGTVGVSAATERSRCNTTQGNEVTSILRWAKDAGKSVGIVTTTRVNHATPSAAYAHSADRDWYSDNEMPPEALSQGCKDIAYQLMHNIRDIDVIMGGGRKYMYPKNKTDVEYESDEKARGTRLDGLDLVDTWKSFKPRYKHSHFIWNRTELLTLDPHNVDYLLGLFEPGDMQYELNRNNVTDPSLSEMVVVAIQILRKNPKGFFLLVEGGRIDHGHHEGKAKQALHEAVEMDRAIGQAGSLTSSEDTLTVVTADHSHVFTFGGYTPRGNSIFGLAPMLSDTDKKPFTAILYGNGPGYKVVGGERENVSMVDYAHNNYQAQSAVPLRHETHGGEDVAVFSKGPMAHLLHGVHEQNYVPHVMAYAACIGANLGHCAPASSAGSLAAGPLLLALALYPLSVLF
Efa HMGR inh = blocks class II HMG-CoA reductase of Enterococcus faecalis; inhibition, % at 10 µM; AID 1066; 190,000 compounds, 0.41% hits; purified E. faecalis HMGR, NADPH absorbance 340 nm kinetic;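 active = inhibition above a set limit, the median over all tested compounds plus 3 SD, cut at about 9.5% in these data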;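 note: enzyme runs in reverse so mevalonate oxidation gives rising NADPH absorbance; 0% = complete reaction with DMSO and 100% = background rate lacking mevalonate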
TNAP inh hi DEA = inhibitors of human TNAP at high phosphate acceptor concentration; 200,000 compounds, 0.03% hits; P05186; AID 1135; inhibition, % at 20 µM; purified TNAP, CDP-star luminescence, 1 M DEA;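 active = over 50% inhibition of tissue-nonspecific alkaline phosphatase at 20 µM in the single-dose screen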;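 note: plate controls were DMSO wells for no effect and EDTA-quenched wells as full inhibition for full effect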
DTT redox prof = compounds producing H2O2 with reducing agent – biochemical, NIH compound library profiling, artefact control for MLSCN library redox annotation, primary screen; DTT-dependent redox cycling H2O2, phenol red/HRP absorbance; 100% = 100 µM peroxide control, 0% = buffer; AID 878; 200,000 compounds, 0.03% hits; activation, % at 10 µM;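 active = activation of at least 50% relative to the plate's high and low controls in the primary single-dose screen; inactive = activation below 50%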;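 note: compound incubated with DTT at 0.8 mM final as the reducing agent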
* marks the source's active call; other numbers are inactive results.

Results for CCOC(=O)c1cc2c(nc1NC(=S)Nc1ccccc1)CC(C)(CC)OC2 (stereo unspecified) ?
L major viab: -4; S1P3 antag: 1; RAM inhibit: 3.2; PMI act: 0.9; Hsp70 act: 0.0; PMI act satM6P: 1; TNAP inh noacc: -5; Efa HMGR inh: -6; TNAP inh hi DEA: 1; DTT redox prof: -0.2

Results for COC(=O)c1nn2c(C(F)(F)F)cc(-c3ccc(Br)o3)nc2c1Br ?
L major viab: 3; PMI act: 0.6; Hsp70 act: -0.1; PMI act satM6P: 0.7; TNAP inh noacc: -4; TNAP inh hi DEA: -6; DTT redox prof: 0.3

What do the screens show for `Cc1cccc(NC(=S)NCc2ccc3[nH]c4c(c3c2)CCCC4)c1`?
L major viab: 11; S1P3 antag: 0; RAM inhibit: 4.4; PMI act: 1; Hsp70 act: 0.5; PMI act satM6P: 1; TNAP inh noacc: -27; Efa HMGR inh: -4; TNAP inh hi DEA: -5; DTT redox prof: 1.1

What do the screens show for `CC(C)(C)C(=O)Cn1c[n+](N)cn1`?
L major viab: -1; S1P3 antag: 3; RAM inhibit: 1.4; PMI act: 1; Hsp70 act: -0.3; PMI act satM6P: 1; TNAP inh noacc: -17; Efa HMGR inh: 0; TNAP inh hi DEA: -7; DTT redox prof: 2.6

Results for COc1cc2c(cc1OC)CN(C(=O)CSc1nc3[nH]ncc3c(=O)n1-c1ccccc1)CC2 ?
L major viab: -3; S1P3 antag: -24; RAM inhibit: 2.4; PMI act: 0.8; Hsp70 act: -0.3; PMI act satM6P: 0.9; TNAP inh noacc: -64; Efa HMGR inh: 2; TNAP inh hi DEA: -5; DTT redox prof: -0.4

Results for COc1ccc2c(c1)nc(SCC(=O)c1cccs1)n2C ?
L major viab: 2; RAM inhibit: 1.6; PMI act: 1.2; Hsp70 act: -0.2; PMI act satM6P: 1.3; TNAP inh noacc: -4; Efa HMGR inh: 3; TNAP inh hi DEA: 1; DTT redox prof: 1.5

What do the screens show for `COc1cccc(C(=O)NCC(=O)N/N=C/c2cccs2)c1`?
L major viab: 0; S1P3 antag: -33; RAM inhibit: 0.1; PMI act: 0.9; Hsp70 act: -0.3; PMI act satM6P: 1; TNAP inh noacc: -1; Efa HMGR inh: -6; TNAP inh hi DEA: 2; DTT redox prof: 3.8

Results for O=C(CCCCCNc1nc(=S)[nH]c2ccccc12)NCCc1ccc(Cl)cc1 ?
L major viab: 10; S1P3 antag: -9; RAM inhibit: 0.8; PMI act: 1.1; Hsp70 act: -0.3; PMI act satM6P: 1; TNAP inh noacc: -9; Efa HMGR inh: -2; TNAP inh hi DEA: -3; DTT redox prof: -0.4

Results for CN1C/C(=C/c2ccsc2)C(=O)/C(=C/c2ccsc2)C1 ?
L major viab: 100*; S1P3 antag: 6; RAM inhibit: 1.4; PMI act: 1.1; Hsp70 act: -0.4; PMI act satM6P: 1.2; TNAP inh noacc: 1; Efa HMGR inh: -2; TNAP inh hi DEA: 3; DTT redox prof: 0.5

What do the screens show for `Cc1nc2nc(CSc3nnc(C)s3)cc(=O)n2[nH]1`?
L major viab: -9; S1P3 antag: 10; RAM inhibit: 1.7; PMI act: 1; Hsp70 act: -0.1; PMI act satM6P: 1; TNAP inh noacc: -5; Efa HMGR inh: 3; TNAP inh hi DEA: 0; DTT redox prof: -2.5

How did Cc1ccc2c(c1)C1CN(C)CCC1N2C(=O)c1ccccc1NS(=O)(=O)c1cccc(C(F)(F)F)c1 (stereo unspecified) do in these assays?
L major viab: 7; S1P3 antag: 10; RAM inhibit: 0.2; PMI act: 0.9; Hsp70 act: -0.2; PMI act satM6P: 1; TNAP inh noacc: 6; Efa HMGR inh: -3; TNAP inh hi DEA: -5; DTT redox prof: 0.0

How did O=C(CCN1CCc2ccccc2C1)Nc1ccc2c(c1)OCO2 do in these assays?
L major viab: 6; RAM inhibit: 1.1; PMI act: 0.8; Hsp70 act: -0.3; PMI act satM6P: 0.9; TNAP inh noacc: -10; Efa HMGR inh: -2; TNAP inh hi DEA: -1; DTT redox prof: 1.6

Among those listed so far, these have a CF3 group.
Results for COC(=O)c1nn2c(C(F)(F)F)cc(-c3ccc(Br)o3)nc2c1Br ?
L major viab: 3; PMI act: 0.6; Hsp70 act: -0.1; PMI act satM6P: 0.7; TNAP inh noacc: -4; TNAP inh hi DEA: -6; DTT redox prof: 0.3

How did Cc1ccc2c(c1)C1CN(C)CCC1N2C(=O)c1ccccc1NS(=O)(=O)c1cccc(C(F)(F)F)c1 (stereo unspecified) do in these assays?
L major viab: 7; S1P3 antag: 10; RAM inhibit: 0.2; PMI act: 0.9; Hsp70 act: -0.2; PMI act satM6P: 1; TNAP inh noacc: 6; Efa HMGR inh: -3; TNAP inh hi DEA: -5; DTT redox prof: 0.0

More compounds.
How did OC(c1ccc(Cl)cc1)c1nnc(-c2ccccc2)o1 (stereo unspecified) do in these assays?
L major viab: -6; S1P3 antag: 15; RAM inhibit: 0.5; PMI act: 1; Hsp70 act: -0.3; PMI act satM6P: 1; TNAP inh noacc: -20; Efa HMGR inh: -4; TNAP inh hi DEA: -8; DTT redox prof: -0.2

Results for Cc1cc(C)c(C)c(Oc2ncnc(N)c2[N+](=O)[O-])c1 ?
L major viab: -3; S1P3 antag: 1; RAM inhibit: 1.6; PMI act: 0.9; Hsp70 act: 0.0; PMI act satM6P: 1; TNAP inh noacc: 21; Efa HMGR inh: 2; TNAP inh hi DEA: 2; DTT redox prof: -0.3

How did COc1ccccc1CN(C(=O)c1ccco1)C(C(=O)NC1CCCC1)c1ccncc1 (stereo unspecified) do in these assays?
L major viab: -1; S1P3 antag: -1; RAM inhibit: -0.1; PMI act: 0.9; Hsp70 act: 0.0; PMI act satM6P: 0.8; TNAP inh noacc: -14; Efa HMGR inh: -2; TNAP inh hi DEA: -7; DTT redox prof: 2.9

What do the screens show for `O=C(CCN1C(=O)/C(=C/C=C/c2ccccc2)SC1=S)Nc1ccccn1`?
L major viab: 6; S1P3 antag: -19; RAM inhibit: 4.5; PMI act: 1.1; Hsp70 act: 0.5; PMI act satM6P: 0.8; TNAP inh noacc: 17; Efa HMGR inh: -4; TNAP inh hi DEA: 16; DTT redox prof: -0.7

Results for COc1ccc([N+](=O)[O-])cc1NC(=O)CSc1ncccn1 ?
L major viab: 3; S1P3 antag: -1; RAM inhibit: 3.4; PMI act: 0.9; Hsp70 act: 0.3; PMI act satM6P: 0.9; TNAP inh noacc: -10; Efa HMGR inh: -4; TNAP inh hi DEA: -5; DTT redox prof: -1.0

How did CCOc1ccc(-c2nnn(CC(=O)NCc3ccc(F)cc3)n2)cc1OCC do in these assays?
L major viab: -4; S1P3 antag: 10; RAM inhibit: 0.8; PMI act: 1.1; Hsp70 act: -0.1; PMI act satM6P: 1.1; TNAP inh noacc: -8; Efa HMGR inh: -4; TNAP inh hi DEA: -4; DTT redox prof: 3.5

How did O=C(COc1ccc(S(=O)(=O)NC2CCCCC2)cc1Cl)N1CCN(c2ccccc2)CC1 do in these assays?
L major viab: 98*; RAM inhibit: 3.8; PMI act: 0.9; Hsp70 act: 0.4; PMI act satM6P: 0.9; TNAP inh noacc: -7; Efa HMGR inh: 4; TNAP inh hi DEA: 0; DTT redox prof: 0.1

How did COc1cccc(-c2nc(-c3ccc4c(c3)-c3ccccc3S4(=O)=O)c(-c3ccccc3)[nH]2)c1OC do in these assays?
L major viab: 57*; RAM inhibit: 9.2*; PMI act: 1; Hsp70 act: -0.2; PMI act satM6P: 1.1; TNAP inh noacc: -9; Efa HMGR inh: -9; TNAP inh hi DEA: -5; DTT redox prof: 1.2

How did O=C(O)c1cc(N/N=C/C(Cl)=C/c2ccccc2)ccc1Cl do in these assays?
L major viab: 3; S1P3 antag: 3; RAM inhibit: 1.3; PMI act: 1.6; Hsp70 act: -0.2; PMI act satM6P: 1.4; TNAP inh noacc: -4; Efa HMGR inh: -16; TNAP inh hi DEA: 4; DTT redox prof: 1.1

How did N#CC1(c2ccc(NC(=O)c3ccccc3F)cc2)CCCC1 do in these assays?
L major viab: -6; S1P3 antag: 15; RAM inhibit: 0.4; PMI act: 0.9; Hsp70 act: -0.3; PMI act satM6P: 1; TNAP inh noacc: -2; Efa HMGR inh: -10; TNAP inh hi DEA: 4; DTT redox prof: 0.1

How did Cc1ccsc1C(=O)N1CCCC(CCC(=O)N2CCN(c3ccccn3)CC2)C1 (stereo unspecified) do in these assays?
L major viab: 1; S1P3 antag: 3; RAM inhibit: 1.6; PMI act: 0.9; Hsp70 act: -0.1; PMI act satM6P: 1; TNAP inh noacc: -6; Efa HMGR inh: -3; TNAP inh hi DEA: -3; DTT redox prof: -0.4

How did CS(=O)(=O)N(CCc1ccccc1)CC(=O)N1CCN(Cc2ccccc2)CC1 do in these assays?
L major viab: -3; S1P3 antag: -3; RAM inhibit: 1.1; PMI act: 1; Hsp70 act: -0.2; PMI act satM6P: 0.9; TNAP inh noacc: -14; Efa HMGR inh: -6; TNAP inh hi DEA: -3; DTT redox prof: -0.6

What do the screens show for `Cc1ccc(-c2nc3sc4c(N)ncnc4c3c3c2CCCC3)cc1`?
L major viab: 8; RAM inhibit: 5.2; PMI act: 1.1; Hsp70 act: 0.2; PMI act satM6P: 1.1; TNAP inh noacc: 9; Efa HMGR inh: 2; TNAP inh hi DEA: -6; DTT redox prof: -3.3

Results for COc1ccccc1CNc1ccc2nnc(CCNC(=O)c3ccc(C)cc3)n2n1 ?
L major viab: 5; S1P3 antag: 8; RAM inhibit: 3.4; PMI act: 1.1; Hsp70 act: -0.2; PMI act satM6P: 1; TNAP inh noacc: -11; Efa HMGR inh: 2; TNAP inh hi DEA: -7; DTT redox prof: -1.2

What do the screens show for `COc1ccc(NC(=O)c2ccc(CN3CCN(c4ccccc4)CC3)cc2)cc1`?
L major viab: -8; S1P3 antag: -20; RAM inhibit: 2.2; PMI act: 1; Hsp70 act: -0.2; PMI act satM6P: 1; TNAP inh noacc: -8; Efa HMGR inh: -5; TNAP inh hi DEA: -5; DTT redox prof: 1.6

Results for C=C(C)CNC(=S)NNC(=O)c1ccc(Br)cc1 ?
L major viab: 7; S1P3 antag: -10; RAM inhibit: 0.5; PMI act: 1.1; Hsp70 act: -0.2; PMI act satM6P: 1.1; TNAP inh noacc: -91; Efa HMGR inh: 1; TNAP inh hi DEA: -2; DTT redox prof: 0.4

How did Cc1ccc(-n2c(=O)[nH]cc(C(=O)Nc3ccc4c(c3)OCCO4)c2=O)cc1 do in these assays?
L major viab: 0; S1P3 antag: -1; RAM inhibit: 4.0; PMI act: 1.1; Hsp70 act: -0.3; PMI act satM6P: 1.1; TNAP inh noacc: 14; Efa HMGR inh: -4; TNAP inh hi DEA: 5; DTT redox prof: -0.7

Compounds as they come; any-hit rate near 12%.
